# aGal spleen mod: qHTS Assay for Inhibitors and Activators of Human alpha-Galactosidase From Spleen Homogenate; 0.008% of 240,000 active; human spleen homogenate, 4MU-alpha-Gal fluorescence, 40 min; Potency, µM (highest dose often 80 µM), for the others: at the top dose activity change, negative = inhibition, usual class: inhibitors; AID 2107, 2009; Alpha-galactosidase A (Homo sapiens), P06280;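 also: 0% = enzyme with vehicle and -100% = no enzyme basal signal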
# Target sequence (P06280 32-429 limits assumed): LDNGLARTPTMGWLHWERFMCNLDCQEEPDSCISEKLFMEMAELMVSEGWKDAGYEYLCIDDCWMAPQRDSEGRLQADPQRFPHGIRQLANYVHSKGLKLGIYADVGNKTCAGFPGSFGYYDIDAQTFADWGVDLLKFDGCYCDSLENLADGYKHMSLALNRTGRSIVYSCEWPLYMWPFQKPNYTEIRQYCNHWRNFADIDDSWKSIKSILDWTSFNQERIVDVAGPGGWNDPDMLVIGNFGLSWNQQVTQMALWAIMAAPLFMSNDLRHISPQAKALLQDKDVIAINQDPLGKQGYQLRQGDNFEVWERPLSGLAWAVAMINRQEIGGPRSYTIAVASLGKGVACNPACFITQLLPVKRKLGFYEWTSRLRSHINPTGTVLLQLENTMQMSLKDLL
#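 Fluorogenic readout (Ex 365/Em 440 nm) of 4-methylumbelliferone released from 1 mM 4-MU-alpha-galactoside by spleen homogenate, 40 min at 37C, pH 5.0. Data normalized to no-enzyme and enzyme controls; Hill-equation AC50 from compound titrations.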
# Tau fibril ThT: qHTS for Inhibitors of Tau Fibril Formation, Thioflavin T Binding | Microtubule-associated protein tau (Homo sapiens), P10636 | recombinant tau K18 P301L, heparin-induced fibrillization, ThT fluorescence | Potency, µM (doses to about 57.4 µM), inactives show at the highest dose activity, negative = inhibition, actives largely listed as inhibitors | 2.1% of 270,000 active; also: % is scaled to controls: 0 for no effect and ±100 for the full control effect; nearly all actives have a fitted effect of over 55% in size
# Target sequence (P10636 561-689 P618L limits assumed): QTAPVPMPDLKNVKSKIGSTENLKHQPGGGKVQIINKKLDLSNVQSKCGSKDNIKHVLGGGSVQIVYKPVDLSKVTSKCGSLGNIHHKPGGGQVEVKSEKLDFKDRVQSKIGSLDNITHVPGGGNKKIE
#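 Recombinant human tau K18 fragment […] carrying P301L, 15 uM unlabeled plus 0.24 uM Alexa 594-labeled, was fibrillized with 20 uM heparin in 100 mM sodium acetate pH 7 for 6 hr at 37 C; 30 uM ThT fluorescence read after 1 hr.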
# GAA inh: qHTS Assay for Inhibitors of Human alpha-Glucosidase as a Potential Chaperone Treatment of Pompe Disease. Lysosomal alpha-glucosidase (Homo sapiens), P10253. purified human GAA, 4-MU-alpha-glucoside fluorescence. Potency, µM (top dose mostly 76.9 µM), inactives show at the highest dose activity change, negative = inhibition, usual class: inhibitors. 0.005% of 200,000 active. AID 1466, 2008;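 also: plate controls were uninhibited enzyme wells for no effect and no-enzyme background for full effect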
#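 Endpoint fluorogenic read: 20 min room-temperature reaction of 4 nM human alpha-glucosidase with 400 uM 4-methylumbelliferyl-alpha-D-pyranoside, pH 5.0, quenched with 1M NaOH/1M glycine pH 10. AC50 from Hill modeling.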
# Tau fluor counter: Counterscreen qHTS for Inhibitors of Tau Fibril Formation, Fluorescence Polarization. Potency, µM (titrated, usually from 57.7 µM), for the others: at the top dose activity change, negative = decrease. tau K18 P301L Alexa594 fluorescence, heparin fibrillization. AID 1463, 2008. 0.93% of 280,000 active; also: % is scaled to controls: 0 for no effect and ±100 for the full control effect; nearly all actives have a fitted effect of over 55% in size
#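 Human tau K18 P301L (15 uM unlabeled, 0.24 uM Alexa 594-labeled) in 100 mM sodium acetate pH 7 with 20 uM heparin, 6 hr at 37 C. ThT 30 uM added, 1 hr ambient; Alexa 594 FP and total fluorescence read at 555/632 nm.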
# Tau FP inhib: qHTS for Inhibitors of Tau Fibril Formation, Fluorescence Polarization. 0.39% of 280,000 active. Potency, µM (top dose mostly 57.7 µM), for inactives: at the highest dose activity, negative = inhibition, usual class: inhibitors. Microtubule-associated protein tau (Homo sapiens), P10636. K18 P301L tau heparin fibrillization, Alexa594 FP, 6 h; also: % is scaled to controls: 0 for no effect and ±100 for the full control effect; nearly all actives have a fitted effect of over 55% in size
#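 K18 P301L tau (15 uM unlabeled/0.24 uM Alexa 594-labeled, final) + compound + heparin 20 uM final; 100 mM NaOAc pH 7; 6 hr 37 C; ThT 30 uM final added, 1 hr RT; FP ex 555/em 632 nm.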
# aGlu spleen mod: qHTS Assay for Inhibitors and Activators of Human alpha-Glucosidase From Spleen Homogenate. Lysosomal alpha-glucosidase (Homo sapiens), P10253. human spleen homogenate, 4-MU-alpha-glucoside fluorescence. Potency, µM (highest dose often 79.9 µM), without a hit: top-dose activity change, negative = inhibition, usual class: inhibitors. 0.006% of 240,000 active. AID 2112, 2009;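 also: 0% = enzyme with vehicle and -100% = no enzyme basal signal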
#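 Human spleen homogenate (1 ug) incubated with compounds and 1 mM 4-methylumbelliferyl-alpha-D-glucopyranoside in pH 5.0 citrate/phosphate buffer, 37 C, 40 min. Stopped at pH 10; 4-MU fluorescence (Ex 365/Em 440 nm); AC50 by Hill fit.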
# GAA glycogen: qHTS Assay for Inhibitors and Activators of Human alpha-Glucosidase Cleavage of Glycogen | recombinant GAA, glycogen substrate, Amplex Red glucose oxidase fluorescence | 0.38% of 300,000 active | Potency, µM (top dose mostly 76.4 µM), for the others: at the top dose activity change, negative = inhibition, usual class: inhibitors | Lysosomal alpha-glucosidase (Homo sapiens), P10253;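 also: 0% = full enzyme reaction and -100% = no-enzyme basal signal; the screen sought inhibitors and activators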
#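 Recombinant enzyme (4 nM final) with compounds titrated up to 77 uM and bovine liver glycogen (30 ug) in citrate pH 5.0, 0.01% Tween-20, 37 C 40 min. Released glucose detected by Amplex Red/glucose oxidase (Ex 573/Em 610); AC50 from Hill fits.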
# HTT cytoprotect: qHTS Multiplex Assay to Identify Dual Action Probes in a Cell Model of Huntington: Cytoprotection (ATP); PC12 HTT-Q103 induced, cytoprotection, ATP luminescence, 40 h; Potency, µM (titrated, usually from 56.4 µM), for the others: cytoprotection (ATP increase), usual class: activators; 0.14% of 230,000 active;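 also: % of control where 0% means no effect; nearly all actives have a fitted effect of over 45% in size; toxic huntingtin expression switched on by the ecdysone agonist tebufenozide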
#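 Rat PC12, Q103 Htt exon1-GFP fusion, ecdysone promoter; tebufenozide inducer 100 nM final; compound titration; qHTS, 1500 cells/well; ATPlite luminescent read.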
# * marks the source's active call; other numbers are inactive results; ? = inconclusive; . = no result given; & = joins results of further samples; [ ] = dose if it differs, or a comment. Calls follow the shape of the dose curve; as a rule, active = well fitted curve in the direction sought with a large enough effect; inconclusive = small, poorly fitted or top-dose-only effect, or another doubt; inactive = no such curve, though single readings can be large; an effect the other way counts as inactive or inconclusive. Potency is read from the fitted curve at half-maximal effect. An excerpt; count on the stated rates, not on these rows.
structure | GAA glycogen | Tau fibril ThT | Tau FP inhib | aGal spleen mod | GAA inh | Tau fluor counter | HTT cytoprotect | aGlu spleen mod
CCOC(=O)c1cccc([P+](=O)O)c1 | 6% | -1% | 1% | 5% | -4% | -1% | -10%[0.074 µM] | -8%
O=C(C[N+]12CCC(CC1)C(OC(=O)c1ccccc1)C2)c1ccc([N+](=O)[O-])cc1 (centres undefined) | 2% | -18% | 8% | 2% | -6%[15.4 µM] | -5% | 8%[10 µM] | 2%
c1ccc2c(CN3CCN(C4CCCCC4)CC3)c[nH]c2c1 | 4% | -5% | 5% | 6% | -6% | -14% | -37% | -4%
Cc1cccc(NC2=NCCCS2)c1C | -5% | 3% | -1% | 8% | 1% | 0% | 8% | -4%
COc1ccc(C2NCc3ccc4c(c3-n3cccc32)OCO4)cc1OC (centres undefined) | -1% | -3% | 4% | -12% | 0% | -4% | -32% | -10%
CN1CCN(c2ccc([N+](=O)[O-])c(NCc3ccco3)c2)CC1 | 9% | ? | 5% | -17% | 2% | -7% | . | -24%
CN(C)C1=C(C#N)C(c2ccccc2)=NP(N(C)C)(N(C)C)=N1 | 2% | -4% | -1% | -4% | -4% | -5% | -23% | -6%
C=CCn1c(O)c(C(C)=NCc2ccc3c(c2)OCO3)c(=O)[nH]c1=O | 3% | -1% | 14% | -3% | . | 3% | 20%[10 µM] | -2%
CN1C(=O)C(=Cc2ccccc2OCc2ccccc2Cl)C(=O)N(C)C1=O | -9% | ? | -9% | -11% | -2% | -6% | 0%[1.9 µM] | 2%
CC(C(=O)N1CCC2(CC1)OCCO2)C1Sc2ccccc2NC1=O (centres undefined) | 2% | -8% | 0% | -1% | -5% | -1% | -2% | -9%
CC(Cc1ccccc1)NC(=O)Cc1ccc(N(C)C)cc1 (centres undefined) | -30% | -2% | 1% | 6% | 6% | 2% | -5%[10 µM] | 1%
CCCCC[C@@H](/C=C/C=C\CCCCCCCC(=O)O)OO | . | -3%&-8% | -5%&3% | -18%&0% | . | -6%&-2% | 2%&-15% | -3%&4%
S=c1[nH]nc(Cn2c(-c3ccccn3)nc3ccccc32)n1-c1ccc2c(c1)OCCO2 | -24% | ? | 9% | -12% | . | -14% | -45%[inhibitor][10 µM] | -3%
COc1ccc2c3c1O[C@H]1[C@@H](O)C=C[C@H]4C(C2)NCCC341 (some centres undefined) | . | -10% | ? | 4% | . | -3% | ? | -4%
Cc1ccc(NC(=O)c2cc(-c3ccccc3)n(CCCN3CCOCC3)c2C)cc1 | 0% | -13% | 8% | 3% | -11% | -10% | 2%[10 µM] | -3%
COC(=O)C(O)(c1ccc(N(C)C(=O)c2cccs2)cc1)C(F)(F)F (centres undefined) | 9% | -6% | -6% | -13% | 11% | -15% | -29%[10 µM] | 0%
CCc1ccc(C2=NN(CCC(=O)N3CCC4(CC3)OCCO4)C(=O)CC2)cc1 | 5% | -6% | -10% | 0% | -2% | -8% | -52% | -2%
CN(C)/C=C1/C(=O)NC(=O)N(CCNc2ncc(C(F)(F)F)cc2Cl)C1=O | -12% | 16µM* | ? | 0% | 4% | -9% | -27% | 5%
O=C(c1cc(C(=O)NCc2ccc(Cl)cc2)c(=O)n(Cc2ccc(Cl)cc2)c1)c1cc(F)ccc1O | -1% | 3% | -14% | -2% | 1% | -11% | 7%[0.074 µM] | -10%
CCOC(=O)c1ccc(N=Cc2c(O)n(-c3ccccc3F)c(=S)[nH]c2=O)cc1 | 7% | -18% | -2% | 4% | 6% | -3% | . | 5%
O=C(c1cc(F)ccc1F)C1CCCN(Cc2ccc3nonc3c2)C1 (centres undefined) | -7% | -7% | -13% | -5% | 6% | -14% | . | 4%
CC[C@@H](CO)NC(=O)[C@H]1C=C2c3cccc4c3c(cn4C)C[C@H]2N(C)C1 | . | ? | -1%&1% | 22%&15% | . | -24%&-15% | ? | 8%&3%
C=C1N2CCC(CC2)C1(O)c1ccccc1C (centres undefined) | 10% | -3% | -6% | -3% | 3% | 0% | 5% | -8%
CCc1ccc(N2C(=O)NC(=O)/C(=C/c3cccn3CCOc3ccc(C(C)CC)cc3)C2=O)cc1 (centres undefined) | 2% | ? | -7% | -4% | -10% | -17% | 2%[1.9 µM] | -3%
CC(C(=O)Nc1ccc(Cl)cc1Cl)N1CC=C(c2ccccc2)CC1 (centres undefined) | 11% | ? | -4% | 1% | 0% | -15% | 20%[1.9 µM] | -4%
COc1cc(C2c3cc4c(cc3C(O)[C@H]3COC(=O)C23)OCO4)cc(OC)c1OC (some centres undefined) | . | 0%&3% | ? | -8%&5% | . | -5%&-6% | -259%[inhibitor] | 9%&3%
CN1C(=O)NC(=O)[C@]2(Cc3ccccc3N3CCN(c4ccccc4)CC32)C1=O (some centres undefined) | -8% | ? | -9% | 1% | -25% | -21% | -10% | -5%
O=C1/C(=C\c2cc3c(cc2Cl)OCO3)N2CCC1CC2 | -5% | 5% | 5% | 20% | 4% | 2% | 14%[10 µM] | -5%
Cc1ccc(CN2C3CCCC2CC(NC(=O)Nc2cccc(F)c2)C3)cc1 (centres undefined) | -3% | -4% | ? | 7% | -4% | -25% | 8%[10 µM] | -3%
CN1c2ccc([N+](=O)[O-])cc2CC2(C(=O)NC(=O)N(c3ccccc3)C2=O)C1c1ccccc1 (centres undefined) | 11% | ? | 3% | -1% | -5% | -11% | 17%[10 µM] | -2%
O=c1[nH]c(=S)n(Cc2ccc(F)cc2)c(O)c1C=NCC1CCCO1 (centres undefined) | ? | -2% | 0% | 5% | -4% | -7% | 4% | 6%
O=[N+]([O-])c1ccc(-c2[se]c3ccccc3c2I)cc1 | . | ? | 0%[81.3 µM] | 5% | . | -28%[81.3 µM] | -16% | 0%
CCOC(=O)/C(=N\Nc1ccccc1)N1CC1 | ? | -7% | 0% | 4% | 4% | -7% | -6% | -8%
CC[n+]1c(/C=C/C=C/c2ccc(N(C)C)cc2)sc2ccccc21 | 3% | 1.1µM* | 6.3µM* | 5% | . | 10µM*[quencher] | -51%[inhibitor][10 µM] | -3%
C(=C/c1ccccc1)/CN1CCN(CCOC(c2ccccc2)c2ccccc2)CC1 | . | -17% | -1% | 7% | . | -11% | -11% | -4%
Fc1ccc2c(c1)nnn2C1CCN(Cc2nnnn2CCc2ccccc2)CC1 | 2% | -3% | -6% | 5% | 10% | -11% | -10%[10 µM] | -3%
O=C(Cc1ccccc1)OC(COCc1ccccc1)CN1CCOCC1 (centres undefined) | 3% | 7% | 2% | 2% | -13% | 6% | 18% | -10%
COc1ccc(CCNC(C)CCc2ccc(OC)cc2)cc1 (centres undefined) | 2% | 3% | 0% | -18% | 1% | -10% | 8%[10 µM] | -18%
COc1cc(CN=C(C)c2c(O)n(C)c(=O)n(C)c2=O)cc(OC)c1 | 10% | -10% | ? | 3% | -3% | -13% | -20%[10 µM] | 1%
CC(C)C[C@H](NC(=O)[C@H](Cc1ccccc1)NC(=O)CNC(=O)[C@H](C)NC(=O)[C@@H](N)Cc1ccc(O)cc1)C(=O)O | . | 3% | -14% | -25% | . | -10% | -9% | 1%
S=C=Nc1cccc(C2(N3CCCCC3)CCCCC2)c1 | . | -9% | 0% | 12% | . | -12% | -20% | 4%
Cc1ccc(C(=O)C2C(=O)c3ccccc3C2=O)cc1 | 4% | ? | 3% | 5% | -13% | -8% | -27% | 5%
COc1ccc(OCC#CCN2CCC(C)CC2)cc1 | -12% | -16% | 4% | -7% | 2% | -13% | -14% | -1%
CCOc1ccc(C2c3c(-c4ccccc4O)n[nH]c3C(=O)N2Cc2ccncc2)cc1 (centres undefined) | 1%[76.3 µM] | ? | -6% | . | . | ? | . | .
CN[C@@H](C)[C@H](O)c1ccccc1 | . | ? | ? | -1% | . | ? | . | -5%
O=c1c(O)c(-c2ccc(O)c(O)c2)oc2c(O)c(O)cc(O)c12 | . | 3.5µM* | 7.9µM* | ? | . | ? | -75%[inhibitor] | -2%
COc1ccc(C(=O)C(Cc2ccccc2)N(C)C)cc1 (centres undefined) | -2% | ? | -2% | -6% | 0% | -17% | -7%[0.074 µM] | -10%
CCCNC(=O)N1C2CCC1CC(O)(c1cccnc1)C2 (centres undefined) | 6% | 1% | -2% | 5% | ? | -1% | 1% | -2%
CCn1c(O)c(/C=N/NC(=O)c2ccccc2)c(=O)[nH]c1=S | -1% | . | 0% | 2% | . | -21% | 2%[10 µM] | 0%
Cc1ccc(CS(=O)(=O)Cc2ccc(C(=O)N3CCC4(CC3)OCCO4)o2)cc1 | 14% | 0% | 2% | 4% | 1% | 0% | 1% | 5%
Nc1c(C(=O)Nc2ccc(Cl)cc2)sc2nc3c(cc12)N1CCC3CC1 | -9%[76.3 µM] | ? | -22% | . | . | ? | . | .
COc1ccc(CN2CCN(C(=O)COc3cccc(C)c3)CC2)c(OC)c1 | -1% | -10% | 5% | -4% | 4% | 2% | -1% | -10%

# 3 entries out of the list, ordered by length of the SMILES, rising.
structure | GAA glycogen | Tau fibril ThT | Tau FP inhib | aGal spleen mod | GAA inh | Tau fluor counter | HTT cytoprotect | aGlu spleen mod
CN[C@@H](C)[C@H](O)c1ccccc1 | . | ? | ? | -1% | . | ? | . | -5%
S=C=Nc1cccc(C2(N3CCCCC3)CCCCC2)c1 | . | -9% | 0% | 12% | . | -12% | -20% | 4%
O=c1c(O)c(-c2ccc(O)c(O)c2)oc2c(O)c(O)cc(O)c12 | . | 3.5µM* | 7.9µM* | ? | . | ? | -75%[inhibitor] | -2%

# Screening data deposited in PubChem by National Center for Advancing Translational Sciences (NCATS).
